PvdQ inh: P. aeruginosa PvdQ acylase inhibitors, primary screen, biochemical, fluorescence, plate reader and imaging, single point. AID 488965, 2010. PvdQ acylase [Pseudomonas aeruginosa LESB58]. inhibition, % at 10 µM. 0.063% of 340,000 active. purified PvdQ acylase; in the data active = inhibition above about 30%, passing the limit was not always enough; inconclusive = no clear call, values can overlap the other calls;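 note: 0% = vehicle neutral wells and 100% = reference inhibitor wells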
NSD2 HMT inh: NSD2 histone methyltransferase inhibitors, primary screen, biochemical, AlphaScreen, single concentration, set 2. NSD2 peptide methylation, 120 min. 0.54% of 310,000 active. inhibition, % at 12.5 µM. AID 743445, 2014; in the data active = inhibition above about 50%
Target sequence (O96028 whole entry, looked up): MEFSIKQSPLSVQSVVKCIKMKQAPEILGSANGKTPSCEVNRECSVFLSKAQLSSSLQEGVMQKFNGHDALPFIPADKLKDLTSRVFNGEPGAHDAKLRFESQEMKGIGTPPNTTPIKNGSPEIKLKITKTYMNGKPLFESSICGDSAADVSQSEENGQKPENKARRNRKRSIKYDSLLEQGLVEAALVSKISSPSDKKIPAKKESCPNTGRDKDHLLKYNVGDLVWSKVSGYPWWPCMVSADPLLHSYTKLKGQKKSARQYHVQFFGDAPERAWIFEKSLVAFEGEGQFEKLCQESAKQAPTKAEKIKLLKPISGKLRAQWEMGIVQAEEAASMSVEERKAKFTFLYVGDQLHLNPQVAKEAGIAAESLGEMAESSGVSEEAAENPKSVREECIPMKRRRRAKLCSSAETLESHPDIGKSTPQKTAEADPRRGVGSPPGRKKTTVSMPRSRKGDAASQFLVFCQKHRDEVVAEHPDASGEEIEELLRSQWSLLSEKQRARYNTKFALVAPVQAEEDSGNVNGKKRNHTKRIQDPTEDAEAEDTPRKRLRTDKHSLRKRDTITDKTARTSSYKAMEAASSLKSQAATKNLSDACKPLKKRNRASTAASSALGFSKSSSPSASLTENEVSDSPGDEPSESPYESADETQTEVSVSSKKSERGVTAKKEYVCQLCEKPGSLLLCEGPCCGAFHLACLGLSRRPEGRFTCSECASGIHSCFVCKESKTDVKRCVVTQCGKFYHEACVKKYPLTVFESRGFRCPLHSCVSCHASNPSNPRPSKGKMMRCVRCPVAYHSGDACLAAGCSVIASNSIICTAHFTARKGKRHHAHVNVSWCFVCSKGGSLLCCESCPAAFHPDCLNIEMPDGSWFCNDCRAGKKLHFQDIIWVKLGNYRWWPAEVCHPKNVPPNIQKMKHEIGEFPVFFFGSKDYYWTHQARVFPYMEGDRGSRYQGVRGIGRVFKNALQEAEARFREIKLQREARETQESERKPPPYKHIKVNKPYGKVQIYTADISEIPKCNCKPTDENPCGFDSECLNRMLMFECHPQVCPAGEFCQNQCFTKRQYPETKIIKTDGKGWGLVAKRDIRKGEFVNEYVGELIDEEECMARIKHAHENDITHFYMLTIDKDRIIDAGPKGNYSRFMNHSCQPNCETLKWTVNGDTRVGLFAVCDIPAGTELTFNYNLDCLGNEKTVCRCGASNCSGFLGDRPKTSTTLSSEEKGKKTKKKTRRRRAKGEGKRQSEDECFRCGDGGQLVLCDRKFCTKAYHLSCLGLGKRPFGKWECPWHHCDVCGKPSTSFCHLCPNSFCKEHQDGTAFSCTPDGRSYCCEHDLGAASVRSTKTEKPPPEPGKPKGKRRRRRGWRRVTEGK
PKA-R2B activ: activators of PKA-R2B holoenzyme, primary screen, biochemical, fluorescence polarization, Cy5-IP20, human; cAMP-dependent protein kinase catalytic subunit beta (Homo sapiens) + cAMP-dependent …; PKA-R2B holoenzyme dissociation; R2B truncated from residue 108, S112A mutant; 0% DMSO only, 100% 113 µM cGMP; activation, % at 11.4 µM; 0.079% of 340,000 active;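 active = activation above a cutoff set at the mean over all compounds plus 3 SD, cut at about 18% in these data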;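 note: higher means more holoenzyme dissociation and a rise in polarization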
Arrestin-AP2 inh: inhibitors of beta-arrestin/AP2 binding, primary screen, biochemical, GPCR trafficking, flow cytometry; beta-arrestin 1 C-terminal peptide binding to AP2 beta2-adaptin appendage (human); FITC-arrestin peptide / GST-AP2 beads; AP2 beta2 appendage carries R879A mutation; inhibition, % at 10 µM; 0.31% of 340,000 active; AID 504490, 2011;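 active = inhibition above a set limit, near 3 SD of compounds lacking own fluorescence, cut at about 54% in these data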;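 note: plate controls were DMSO wells for no effect and 5 µM unlabelled arrestin peptide for full effect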
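System: GST-AP2 R879A glutathione beads | Also added: FITC-arrestin peptide, 50 nM | Times: 12 min plus 1 h, RT | Signal: Bead flow cytometry, FITC channel | Buffer or medium: PBS with 0.05% Tween 20 and 0.1% BSA | Read-out basis: Percent drop in bead-associated FITC signal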
SR-BI uptake up: activators of SR-BI mediated DiI-HDL uptake, primary screen, ldlA[mSR-BI] CHO cells, DiI fluorescence. 3 h; 100 = double the neutral-control signal. activation, % at 12.5 µM. 0.096% of 320,000 active. AID 504775, 2011;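 active = mean replicate activation of at least 60% and every replicate at or above 60%; inconclusive = mean or all-replicate condition met, but not both; inactive = mean below 60% and not all replicates reaching 60%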;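 note: 0% = median plate neutral-control signal and 100% = twice that signal; values of inactives mirror those of a sister screen read the other way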
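Material: SR-BI-overexpressing, LDLR-lacking CHO cells | Dosing: Single compound concentration, delivered by pin transfer | Probe or stimulus: Labelled HDL, 10 µg/mL | Signal: Bottom-read cell fluorescence after medium removal, ex 550/em 595 nm | Schedule: 3 h, 37 °C | Evaluation: HDL uptake via cellular fluorescence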
DAGLB inh: DAGLB lipase inhibitors, primary screen, biochemical, fluorescence, HTS; Diacylglycerol lipase-beta (Homo sapiens), Q8NCG7; HEK293T DAGLB membrane lysate, EnzChek fluorogenic substrate; inhibition, % at 5.17 µM; 0.059% of 340,000 active; AID 504411, 2011; in the data active = inhibition above about 34%;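 note: 0% = enzyme with vehicle and 100% = wells lacking enzyme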
LANA DNA inh: inhibitors of KSHV C-LANA binding to DNA, primary screen, biochemical, fluorescence polarization, FAM-LBS DNA, MBP-C-LANA, single point | 0.078% of 340,000 active | inhibition, % at 9 µM;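 active = highest replicate inhibition at or above 60% at 9 µM, even if other replicates fall short; inactive = all replicates below 60% inhibition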;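 note: 0% = neutral control wells and 100% = 4 µM acridine orange control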
Keap1-Nrf2 PPI: Keap1-Nrf2 protein-protein interaction inhibitors, primary screen, biochemical, fluorescence polarization, single point; Kelch-like ECH-associated protein 1 (Homo sapiens), Q14145; 0.15% of 340,000 active; inhibition, % at 9.4 µM; Keap1 Kelch-Nrf2 peptide fluorescence polarization, 1536-well; in the data active = inhibition above about 12%; inconclusive = no clear call, values can overlap the other calls; inactive = below about 7.3%;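 note: human Keap1 Kelch domain with fluorescein labeled Nrf2 9mer peptide probe; 0% = neutral control wells and 100% = peptide positive control; higher means more block of Keap1 binding to Nrf2 peptide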
SR-BI HDL uptake: inhibitors of SR-BI mediated HDL lipid uptake, primary screen, ldlA[mSR-BI] cells, fluorescence, single point | ldlA[mSR-BI] CHO cells, DiI-HDL uptake fluorescence, 3 h | inhibition, % at 12.5 µM | Scavenger receptor class B member 1 (Mus musculus), Q61009 | 0.96% of 320,000 active;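 active = mean replicate inhibition of at least 70% and a set share of replicates each scoring 70 or more; inconclusive = meets just one of the two criteria; inactive = fails both criteria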;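 note: 0% = median of neutral control wells and 100% = median of positive control wells; values of inactives mirror those of a sister screen read the other way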
Cardiac RTF inh: cardiac RTF calcium sensitivity inhibitors, primary screen, biochemical, IANBD-TnC fluorescence, EC70 calcium. 0.12% of 340,000 active. IANBD-labeled cardiac RTF, Ca2+ fluorescence. inhibition, % at 7.15 µM;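 active = inhibition above the mean inhibition of all tested compounds plus 3 SD, cut at about 17% in these data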;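 note: assay run at fixed EC70 calcium of 1.6 mM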
* = called active by the depositor; ? = inconclusive; . = not tested or not shown.

Values run as follows: PvdQ inh, NSD2 HMT inh, PKA-R2B activ, Arrestin-AP2 inh, SR-BI uptake up, DAGLB inh, LANA DNA inh, Keap1-Nrf2 PPI, SR-BI HDL uptake, Cardiac RTF inh
CCOC(=O)Cc1c(C)nc2cc(-c3ccc(Cl)cc3)[nH]n2c1=O
  -10, -3, -1, 0, 1, 3, -0.2, 3, -1, -13
CCN(CC(=O)Nc1ccccc1C(F)(F)F)C(=O)Cc1ccc2c(c1)CCC2
  -7, -4, 0, 5, -13, -4, 0.1, -1, 13, -7
Cc1nn(C)c(Cl)c1CN1CCC(CO)(CCOc2ccccc2)CC1
  12, -3, 6, 7, 11, -3, -3.8, 0, -11, 3
O=C(O)Cc1ccc2oc(-c3cccnc3)nc2c1
  -12, 1, -7, -4, 17, 2, 1.2, -4, -17, 0
CS(=O)(=O)N(Cc1ccccc1)c1ccccc1C(=O)Nc1ccccc1C(=O)NCc1ccco1
  -23, 0, -11, 4, 13, -1, -0.5, -4, -13, -2
O=C1CCC(C(=O)N2CCSCC2)CN1CCc1cccc(F)c1 (configuration not stated)
  -6, -3, 3, 31, 7, -1, 0.5, 0, -7, -8
N#Cc1ccccc1Cn1c(=O)oc2ccccc21
  -3, -4, -3, 3, 0, 2, -5.9, 0, 0, -7
COc1ccccc1C(=O)NCCC(=O)N(C)CC(=O)Nc1ccc(N2CCOCC2)cc1
  -7, -2, 1, 10, 7, 5, -1.0, 0, -7, 1
CN1CC(=O)N(CC(=O)Nc2ccc(N3CCOCC3)cc2)C1=O
  10, -1, -6, 1, -5, -1, -0.8, -4, 5, 0
COc1cccc(NC(=O)C2CC(=O)N(Cc3ccc(C)cc3)C2)c1 (configuration not stated)
  2, -2, -4, -2, 5, 1, -1.5, 3, -5, 2
CCN(CC(=O)Nc1c(F)cccc1F)C(=O)C1CCN(S(=O)(=O)c2ccccc2C(=O)OC)CC1
  15, 0, 2, 23, ?, -4, -0.9, -3, -135, -5
COc1c(C(=O)NC(=S)Nc2nnn(C)n2)cc2ccccc2c1Br
  0, -1, -11, -4, -3, 0, 0.7, 2, 3, -7
COc1ccc(CSc2nncn2N)cc1[N+](=O)[O-]
  -13, 0, 0, -1, 55, 5, -0.4, -2, -55, -2
COc1cccc(C2C(C(=O)Nc3cccnc3)=C(C)Nc3nnnn32)c1OC (configuration not stated)
  4, ., 2, 20, 9, -2, 0.4, -2, -9, -5
CCc1cccc(NC(=O)c2cc(S(=O)(=O)N(C)C)ccc2N2CCCC2)c1
  -9, 2, 0, 14, -28, -2, 0.6, 3, 28, -8
CC(=O)Nc1cccc2ncccc12
  -2, 0, 6, 44, 3, -2, 1.9, -1, -3, 0
Fc1ccc(N2CCN(C(c3cccs3)c3nnnn3CCc3ccccc3)CC2)cc1 (configuration not stated)
  -8, -3, 1, 5, -45, -16, 2.5, -3, 45, -2
CC(C)Oc1ccc(CNC(=O)CC(c2ccccc2)c2cc(Cl)ccc2O)cc1 (configuration not stated)
  -17, 4, -1, -3, -7, -38, 2.4, -5, 7, 4
CCC(C(=O)NC1CCCC1)N(C(=O)Cn1nnc(-c2ccc(C)o2)n1)c1cnc2ccccc2c1 (configuration not stated)
  -10, -2, -4, 5, 29, -2, -1.0, -8, -29, -9
Cc1ccc(C(=O)N2CCn3c(C)ccc3C2C)cc1 (configuration not stated)
  1, 0, -12, 45, -7, -1, 5.8, 0, 7, -17
N=c1c2ccccc2nnn1-c1ccc(C(F)(F)F)cc1
  -3, -2, 5, 18, -4, -2, 0.1, 1, 4, 9
CC1CCN(S(=O)(=O)CCNC(=O)c2ccc3c(c2)OCO3)CC1
  -8, -1, -5, 6, 18, -2, -0.9, 1, -18, -5
Cc1ccccc1SCCNC(=O)c1ccccc1Br
  11, -5, 0, 9, -17, -4, 0.3, -6, 17, -1
O=C(CNC(=O)c1ccc([N+](=O)[O-])cc1)c1ccccc1
  -5, 2, -6, 30, 44, -1, -0.2, 1, -44, -9
CCCCN(C)C(=O)c1cn(-c2cccc(OC)c2)c(=O)c2ccccc12
  -10, 1, -7, -9, 12, -2, 1.5, -2, -12, -6
Cc1ccc(C2=NN(C(=O)COc3ncnc4ccccc34)C(c3ccco3)C2)cc1 (configuration not stated)
  -15, 7, -11, -1, -16, 0, -0.7, 1, 16, -3
O=C(N/N=C/c1coc2ccccc2c1=O)c1cccc([N+](=O)[O-])c1
  -11, -1, -4, -27, 16, -1, -2.3, -2, -16, -14
CCOC(=O)CCc1ccc(NC(=O)/C=C/c2ccc([N+](=O)[O-])o2)cc1
  0, 1, -4, 14, -74, 3, 0.3, -6, 74*, -10
CC1(C(=O)NC(=S)N(CCC#N)c2ccccc2)CC1(Cl)Cl (configuration not stated)
  -4, 3, -5, -11, 22, -1, 1.2, 1, -22, -2
CS(=O)(=O)c1nc(S(=O)(=O)c2ccc(Cl)cc2)c(NCCCN2CCOCC2)s1
  7, 1, -5, 15, 23, 1, 1.7, 7, -23, -5
CCN(C(=O)CSc1nnc(-c2ccc(OC(F)F)cc2)n1N)C1CCS(=O)(=O)C1 (configuration not stated)
  7, -1, -5, -2, -7, 1, -1.1, -7, 7, -3
O=c1c2ccccc2oc2c1ccc1ccccc12
  -26, ., 0, -7, -10, -14, -1.8, -6, 10, -7
COc1ccc(C(=O)Nn2c(CC(C)C)nc3cc(OC)c(OC)cc3c2=O)c(OC)c1
  -8, 1, 5, 5, ., -1, 1.2, -2, ., 1
O=C(O)C1C2CCC(CC2)C1C(=O)O (configuration not stated)
  -19, -3, -1, -1, ., -1, 2.0, -3, ., -18
CCOc1ccc(-c2nnc(NC(=O)Cc3ccc(OC)cc3)o2)cc1
  4, 0, -3, 0, ., 0, 1.7, 1, ., -11
COc1ccccc1/C=N/OCc1ccc(C#N)cc1
  2, -4, -8, -9, -19, -11, -0.3, 2, 19, 0
CC(C)n1c2ccccc2c2nnc(SCC(=O)OCN3C(=O)c4ccccc4C3=O)nc21
  -6, -1, -2, -1, 6, -1, 1.0, -1, -6, -7
COc1ccc(CNC(=O)C2CC(c3ccccc3C(F)(F)F)=NO2)cc1 (configuration not stated)
  -12, ., -9, 8, -3, -8, 2.4, -4, 3, 1
COc1ccc(N(CC(=O)NCc2cccs2)S(=O)(=O)c2c(C)n[nH]c2C)cc1
  0, -2, 1, 14, 18, 2, 0.5, 0, -18, 3
CCCS(=O)(=O)Nc1c(C(=O)O)[nH]c2ccc(OC)cc12
  -12, -1, -1, 0, 5, 1, 0.2, -2, -5, 1
Cc1ccccc1C(=O)NNC(=S)NC(=O)c1cccnc1
  -3, -4, 7, -10, 12, -1, 1.2, -2, -12, -8
O=C(c1ccco1)N1CCN(c2ccc(Cl)cc2)CC1
  12, 0, 1, 23, -8, -2, 0.6, -5, 8, 7
O=C(CC1CCCCC1)NCc1nc(-c2ccccc2)no1
  -21, -3, 0, -2, ., -2, 0.7, -2, ., -22
CC(C)Oc1ccc(S(=O)(=O)N2CCOCC2)cc1NC(=O)CC1OC(=O)c2ccccc21 (configuration not stated)
  -8, -1, -9, -7, 14, 1, 2.8, 4, -14, 0
Cc1ccc(OCCn2ncc3ccccc3c2=O)c(C)c1
  -6, -3, -9, -11, 22, -6, -0.4, -2, -22, -11
CCN(CC)C(=O)Oc1ccc2c(=O)c(-c3ccc(OC)cc3)c(C)oc2c1
  -11, -5, -5, 2, -67, -2, 0.1, -3, 67, -4
CC1CCCN(CCCNC(=O)c2nn(C)c3c2CS(=O)(=O)c2ccccc2-3)C1 (configuration not stated)
  -16, 1, 4, -12, -7, 0, 0.8, -5, 7, -12
CN1CCN(/N=C/c2cccc(Cl)c2Cl)CC1
  -10, 1, 2, 0, 9, -8, 1.0, 1, -9, 6
CC(C)CSc1n[nH]c(=S)s1
  -11, -1, 6, -18, -6, 1, -0.6, -2, 6, 0

Part of the list above in order of count of non-hydrogen atoms, lowest first:
Values run as follows: PvdQ inh, NSD2 HMT inh, PKA-R2B activ, Arrestin-AP2 inh, SR-BI uptake up, DAGLB inh, LANA DNA inh, Keap1-Nrf2 PPI, SR-BI HDL uptake, Cardiac RTF inh
O=C(O)C1C2CCC(CC2)C1C(=O)O (configuration not stated)
  -19, -3, -1, -1, ., -1, 2.0, -3, ., -18
O=c1c2ccccc2oc2c1ccc1ccccc12
  -26, ., 0, -7, -10, -14, -1.8, -6, 10, -7
O=C(c1ccco1)N1CCN(c2ccc(Cl)cc2)CC1
  12, 0, 1, 23, -8, -2, 0.6, -5, 8, 7
Cc1ccc(OCCn2ncc3ccccc3c2=O)c(C)c1
  -6, -3, -9, -11, 22, -6, -0.4, -2, -22, -11
CCOc1ccc(-c2nnc(NC(=O)Cc3ccc(OC)cc3)o2)cc1
  4, 0, -3, 0, ., 0, 1.7, 1, ., -11
CCN(CC)C(=O)Oc1ccc2c(=O)c(-c3ccc(OC)cc3)c(C)oc2c1
  -11, -5, -5, 2, -67, -2, 0.1, -3, 67, -4
COc1ccc(N(CC(=O)NCc2cccs2)S(=O)(=O)c2c(C)n[nH]c2C)cc1
  0, -2, 1, 14, 18, 2, 0.5, 0, -18, 3
CCN(C(=O)CSc1nnc(-c2ccc(OC(F)F)cc2)n1N)C1CCS(=O)(=O)C1 (configuration not stated)
  7, -1, -5, -2, -7, 1, -1.1, -7, 7, -3
CC(C)Oc1ccc(S(=O)(=O)N2CCOCC2)cc1NC(=O)CC1OC(=O)c2ccccc21 (configuration not stated)
  -8, -1, -9, -7, 14, 1, 2.8, 4, -14, 0
